Screening results as filed in PubChem.
FEN1 inh = qHTS Assay for the Inhibitors of Human Flap endonuclease 1 (FEN1); Recombinant FEN1 flap cleavage, fluorescence, 15 min; 390,000 compounds, 0.35% hits; AID 588795, 2011; Potency, µM (highest dose often 114 µM), for the others: at the top dose activity change, negative = inhibition, usual class: inhibitors; also: nearly all actives have a fitted effect of over 65% in size
Target sequence (P39748 whole entry, looked up): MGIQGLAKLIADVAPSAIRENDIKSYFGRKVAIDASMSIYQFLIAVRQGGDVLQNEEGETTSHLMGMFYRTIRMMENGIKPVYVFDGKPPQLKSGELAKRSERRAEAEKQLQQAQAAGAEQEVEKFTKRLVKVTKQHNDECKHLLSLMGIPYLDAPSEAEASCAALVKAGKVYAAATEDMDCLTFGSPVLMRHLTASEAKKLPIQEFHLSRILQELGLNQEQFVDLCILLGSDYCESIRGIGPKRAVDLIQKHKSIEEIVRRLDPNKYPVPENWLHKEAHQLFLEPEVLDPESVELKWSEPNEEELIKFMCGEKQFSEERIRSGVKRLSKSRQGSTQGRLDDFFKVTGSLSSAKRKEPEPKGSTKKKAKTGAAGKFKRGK
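Recombinant FEN1 (10 nM) was preincubated with pin-transferred compounds for 15 min at room temperature, then flap DNA substrate (50 nM final) was added. Plates were read at 0 and 15 min, and normalized concentration–response data were fitted to a four-parameter Hill equation.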
TDP1 block = qHTS Assay for Inhibitors of Tyrosyl-DNA Phosphodiesterase (TDP1); Tyrosyl-DNA phosphodiesterase 1 (Homo sapiens), Q9NUW8; recombinant TDP1, AlphaScreen DNA substrate cleavage; Potency, µM (top dose mostly 130 µM), without a hit: top-dose activity change, negative = inhibition, hits mostly inhibitors; 350,000 compounds, 0.28% hits; also: nearly all actives have a fitted effect of over 40% in size
Target sequence (Q9NUW8 whole entry, looked up): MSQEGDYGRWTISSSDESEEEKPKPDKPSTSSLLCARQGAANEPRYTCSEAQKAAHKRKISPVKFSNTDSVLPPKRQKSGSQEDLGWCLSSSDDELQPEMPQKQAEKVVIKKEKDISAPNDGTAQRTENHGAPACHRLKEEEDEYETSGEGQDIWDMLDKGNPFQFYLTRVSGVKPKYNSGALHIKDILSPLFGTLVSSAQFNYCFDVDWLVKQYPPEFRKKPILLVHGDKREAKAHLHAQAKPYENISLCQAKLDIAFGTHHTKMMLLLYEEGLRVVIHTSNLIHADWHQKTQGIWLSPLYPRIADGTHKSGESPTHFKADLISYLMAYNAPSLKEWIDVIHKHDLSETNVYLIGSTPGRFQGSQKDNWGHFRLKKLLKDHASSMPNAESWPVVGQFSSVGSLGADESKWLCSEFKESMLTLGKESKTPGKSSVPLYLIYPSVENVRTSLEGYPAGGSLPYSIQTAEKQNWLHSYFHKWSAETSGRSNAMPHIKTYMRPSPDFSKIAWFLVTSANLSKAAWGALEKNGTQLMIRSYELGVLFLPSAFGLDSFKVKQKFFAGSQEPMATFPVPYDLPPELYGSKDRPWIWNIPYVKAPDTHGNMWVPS
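Enzyme-compound mixtures sat 15 min at room temperature, followed by a 5 min reaction with 15 nM final substrate and 10 min with AlphaScreen beads. Recombinant human Tdp1 was used at 1 nM final.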
N370S GC mod = qHTS Assay for Inhibitors and Activators of N370S glucocerebrosidase as a Potential Chaperone Treatment of Gaucher Disease; 330,000 compounds, 0.092% hits; AID 2101, 2009; N370S GC spleen homogenate, 4MU-glucoside fluorescence; Potency, µM (series often up to 59.4 µM), for the others: at the highest dose activity change, negative = inhibition, hits mostly inhibitors; Lysosomal acid glucosylceramidase (Homo sapiens), P04062;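 also: 0% = full enzyme activity and -100% = no enzyme basal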
An asterisk follows results filed as active; ? = inconclusive; / = no result given; & = joins results of further samples; [ ] = remark or other dose. Calls follow the shape of the dose curve; as a rule, active = well fitted curve in the direction sought with a large enough effect; inconclusive = small, poorly fitted or top-dose-only effect, or another doubt; inactive = no such curve, though single readings can be large; an effect the other way counts as inactive or inconclusive. Unless noted, % is scaled to controls: 0 for no effect and ±100 for the full control effect; potency is read from the fitted curve at half-maximal effect.

SMILES	FEN1 inh	TDP1 block	N370S GC mod
COc1ccc(-c2nnc(SCC(=O)NCc3ccco3)o2)cc1	-12%	-7%	0%
Cc1ccc(CNC(=O)Cn2c(=O)n(-c3ccccc3)c(=O)c3c2c2cc(C)ccc2n3C)cc1	2%	0%	/
Cc1ccc(Cl)cc1NC(=O)Cn1cc(S(=O)(=O)Cc2ccccc2Cl)c2ccccc21	6%	-6%	/
COC(=O)C1=C(C)N(Cc2ccccc2)C(=NCc2cccc(C(F)(F)F)c2)N[C@H]1c1cccc(C(F)(F)F)c1	-9%	0%	0%
O=C(NCc1ccc2c(c1)OCO2)c1ccc(-c2ccc(Cl)cc2)o1	-14%	4%	10%
Cc1ccc(NS(=O)(=O)c2ccc3c(c2)n(C)c(=O)n3C)cc1	-1%	/	-13%
COc1cccc(-c2nc(CS(=O)(=O)CC(=O)NCc3ccccc3)c(C)o2)c1	18%	3%	13%
Cc1cc(C(=O)N2CCN(c3ccc([N+](=O)[O-])cc3)CC2)co1	-17%	7%	-3%
Cc1cccc(SCC(=O)Nc2ccccc2[N+](=O)[O-])c1	-16%	8%	11%
Cc1nc(-c2ccc(Br)cc2)ccc1C(=O)O	-3%	0%	0%
COc1ccccc1-n1cnnc1SCC(=O)Nc1cccnc1Cl	1%	-1%	-4%
NS(=O)(=O)Nc1ccccc1Br	16%	6%	-2%
CC(C)CCNC(=O)NC(=O)COc1c(F)c(F)cc(F)c1F	-4%	3%	8%
Oc1ccc(C2Nc3cccc4cccc(c34)N2)c(O)c1	?	6%	-4%
COc1ccc(Cc2nn3c(-c4cc(OC)c(OC)c(OC)c4)nnc3s2)cc1	?	5%	-21%
CC(=O)Nc1ccc(S(=O)(=O)Oc2ccc(/C=N/NC(=O)c3ccc(Cl)cc3)cc2)cc1	-7%	4%	-3%
COc1ccc2cc3cc(C(=O)NCc4ccco4)oc3nc2c1	?	50µM*	?
CCc1noc(C)c1C(=O)Nc1nc(-c2ccc(OC)cc2OC)cs1	8%	/	-5%
CC(OC(=O)c1cc[n+]([O-])cc1)C(=O)Nc1ccc(C(N)=O)cc1 (stereo not drawn)	0%	1%	/
Cc1nnc(SCC(=O)NCc2ccco2)n1Cc1ccccc1	17%	2%	-11%
COc1cccc(-n2c(-c3ccccc3F)nc3c(cnn3-c3ccc(C)cc3)c2=O)c1	-22%	-7%	/
CC(=O)N1CC(C)Sc2ccc(S(=O)(=O)N3CCCCC3)cc21 (stereo not drawn)	12%	1%	-19%
Cc1ccc2nc(COc3cccc(NC(=O)c4cccc(Cl)c4)c3)cc(=O)n2c1	-16%	5%	/
O=C1COc2ccc(S(=O)(=O)N3CCCCCC3)cc2N1	-7%	2%	-2%
COc1cc([N+](=O)[O-])ccc1NC(=O)N1CCC2(CC1)Nc1ccccc1-n1cccc12	-15%	5%	/
C/C(=N\Nc1ccc(C(=O)c2c(C)cc3ccccn23)cc1[N+](=O)[O-])c1ccc(O)cc1	5%	/	-14%
CC(C(=O)N1CCc2ccccc21)N1CCN(Cc2ccc(Cl)cc2)CC1 (stereo not drawn)	16%	-4%	-3%
Cc1ccc2nc(SCC(=O)c3ccccc3)nc(=O)n2c1	34%	9%	4%
O=C(NC1CCCCCC1)C(=S)NCc1ccccc1	9%	8%	3%
CC1CCN(c2cc(N3CCC(C)CC3)c([N+](=O)[O-])cc2/C=C(\C#N)c2nn(-c3ccccc3)c(N)c2C#N)CC1	0%	4%	0%
CCOc1ccc(NC(=O)CC(=O)Nc2ccc(OCC)cc2)cc1	-6%	/	-9%
Cc1ccc(C(C2=C(O)CC(C)(C)CC2=O)C2C(=O)CC(C)(C)CC2=O)s1 (stereo not drawn)	-9%	-5%	6%
CCCCN(CCCC)S(=O)(=O)c1ccc(NC(=O)c2c(-c3ccccc3)noc2C)cc1	-24%	-2%	/
COc1ccc(OC)c(CNC(=O)C2CCC(=O)N2C(C)C)c1 (stereo not drawn)	-6%	/	-7%
Cc1ccccc1NC(=S)NCc1cccs1	9%	2%	3%
CCc1ccc(C2=NN(C(=O)CCC(=O)O)C(c3cccs3)C2)cc1 (stereo not drawn)	-13%	/	-19%
CCCCc1ccc(NC(=S)NCc2ccc(OC)cc2)cc1	12%	5%	?
COc1ccc(OC)c(CN2CCCC(C(=O)N3CCCCC3)C2)c1 (stereo not drawn)	6%	-4%	6%
CC(=O)/C(=N\Nc1cccc(Cl)c1)Sc1cccc2cccnc12	-2%	6%	-3%
CN(CC(=O)Nc1ccccc1Cl)C(=O)CN1C(=O)NC(c2ccccc2)(c2ccccc2)C1=O	-3%	-1%[56.1 µM]	/
COc1ccccc1CNC(=O)CCN1C(=O)COc2ccccc21	4%	0%	11%
OCCNCCCOc1ccc(Cl)cc1Br	4%	6%	-4%
COc1ccc(S(=O)(=O)N2CCN(C(=O)CCOc3ccccc3)CC2)cc1OC	16%	0%	/
O=C(COC(=O)C1=COCCO1)Nc1ccc(OC(F)F)cc1	-2%	0%	-1%
Cc1cc(F)ccc1S(=O)(=O)N1CCCOC1CNC(=O)C(=O)NC1CC1 (stereo not drawn)	1%	0%	-1%
COc1cccc(OC)c1C1=Nn2c(nnc2-c2ccccc2C)SC1	/	11%	0%
COc1ccc(OCc2cc(C(=O)NCC(C)Oc3cccnc3)no2)c(Cl)c1 (stereo not drawn)	-14%	5%	-10%
COc1ccccc1NS(=O)(=O)N(C)C	3%	2%	-1%
Cc1ccc(-n2ncc(C(=O)NCCN3CCN(C)CC3)c2C2CCN(C(=O)OC(C)(C)C)CC2)cc1C	0%	4%	/
CCCCc1nc2ccccc2c(NC(=O)CN2CCN(C)CC2)c1CCC	4%	-8%	-13%
O=C(O)c1ccccc1Sc1ncnc2sc3c(c12)CCC3	9%	1%	2%
CCCC(=O)NC(Nc1ccccc1F)C(Cl)(Cl)Cl (stereo not drawn)	/	-2%	1%
COc1ccc(-c2cc(=O)oc3cc(OCC(C)=O)ccc23)cc1	-10%	3%	-9%
O=C(NCCN1CCOCC1)c1csc2c1CCCCC2	-2%	8%	-2%
O=C(CCCNS(=O)(=O)c1ccc(Cl)c(Cl)c1)NCCc1ccccn1	14%	1%	1%
NNC(=O)[C@@H]1C[C@@H]1c1ccccc1	19%	5%	9%
O=C1COc2ccc(S(=O)(=O)N3CCC(C(=O)NCc4ccccc4)CC3)cc2N1	-1%	2%	?
CCOc1ccc(N(C(=O)c2snc(C(N)=O)c2N)C(C(=O)NC2CCCC2)C(C)C)cc1 (stereo not drawn)	-12%	6%	-3%
Cc1nn(Cc2noc(C(=O)NC(C)c3ccccc3)n2)c(C)c1Br (stereo not drawn)	-9%	5%	/
Cc1ccc(NC(=O)CS(=O)(=O)c2nc(-c3ccc(C)cc3)cn2-c2ccc(C)cc2)cc1	8%	9%	/

Other results follow:
SMILES	FEN1 inh	TDP1 block	N370S GC mod
CC(n1cnnn1)C12CC3CC(CC(C3)C1)C2 (stereo not drawn)	-6%	4%	0%
Nc1nnc(SCCOc2cccc(Br)c2)s1	7%	-4%	5%
Cc1nn2c(=O)cc(COC(=O)c3ccccc3NC(=O)C3CCCCC3)nc2s1	0%	-6%	/
O=C1NC(=O)C(=O)N1	0%	/	-1%
CC(C)NC(=O)NC(=O)CN1C(=O)NC2(CCc3ccccc3C2)C1=O (stereo not drawn)	11%	/	4%
Cc1ccc(CN(C)C(=O)c2ccccc2NC(=O)c2ccccc2)o1	11%	2%	/
OC(CNCCc1ccc(C(F)(F)F)cc1)COC(c1ccccc1)c1ccccc1 (stereo not drawn)	-14%	/	?
CC(NC(=O)C(=O)N/N=C/c1ccccc1)c1ccccc1 (stereo not drawn)	0%	2%	-12%
O=C(OCc1ccccc1)/C(=C/c1ccccc1Cl)NC(=O)c1ccco1	-15%	3%	?
COc1ccc(Cn2c(CNS(=O)(=O)c3ccc4c(c3)CCCC4)nc3cccnc32)cc1	-9%	10%	/
CCN1CCN(c2ccc(Cl)cc2NC(=O)c2ccco2)CC1	-6%	-2%[56.1 µM]	/
COc1ccc(OCc2nnc(SCC(=O)Nc3cccc(Cl)c3)o2)cc1	-17%	/	-6%
CCNc1nc(C#N)nc2c1ncn2-c1cc(F)cc(F)c1	5%	-2%&1%	/
C/C(=N/NC(=O)c1ccc(-c2ccccc2)cc1)c1cc(O)cc(O)c1	9%	6%	-8%
CC(=O)Oc1cccc(N2C(=O)C3CC=CCC3C2=O)c1 (stereo not drawn)	-2%	5%	4%
Cn1nccc1C(=O)N1CCN(S(=O)(=O)c2ccc(Br)s2)CC1	3%	2%	1%
COc1ccc2c(c1)c(=O)c(S(=O)(=O)c1ccc(Cl)cc1)cn2C	-5%	4%	/
Cc1cc(OCc2cc(C(=O)NCc3cc(C(C)C)no3)no2)cc(C)c1Cl	4%	2%	-14%
COc1ccc(C2=NS(=O)(=O)N(C)C(C(=O)NCc3ccccn3)=C2)cc1	-1%	/	-10%
CC(C)(C)NC(=O)CN1CCN(C(=O)CCl)CC1	13%	-11%	-5%
Cc1cccc(N(C(=O)c2ccco2)C(C(=O)NC2CCCC2)c2ccco2)c1C (stereo not drawn)	-1%	11%	-7%
CCOc1cccc2sc(NC(=O)c3ccc(S(=O)(=O)N4CCCc5ccccc54)cc3)nc12	-4%	-5%	/
c1cncc(N=c2scc(-c3cccc4ccccc34)n2CCCn2ccnc2)c1	-11%	10%	-21%
CCN1C(=O)c2cccc3c(N)ccc1c23	?	9%	-4%
Cc1ccc(OCCNC(=O)c2ccco2)cc1C	6%	2%	6%
N#CCCN(C(=O)COC(=O)CCc1c[nH]c2ccccc12)c1ccccc1	-3%	/	1%
CC(=O)Nc1cccc(OCCCNC(=O)c2cccc3ccccc23)c1	-2%	1%	-19%
COc1ccc(C(=O)OCC(=O)NC2CCCC2)c(OC)c1OC	5%	/	-3%
O=C(NCc1ccco1)c1ccc(=O)[nH]n1	-2%	/	10%
Cc1cc(C)c2c(-n3cccc3)c(C(=O)NNS(=O)(=O)c3ccc(Br)cc3)sc2n1	-1%	6%	?
O=C1CC(C(=O)Nc2nccs2)C(c2ccccc2)O1 (stereo not drawn)	0%	-1%	-3%
COc1ccccc1C(=O)Nc1ccccc1C(=O)NC1CCCCC1	-4%	2%	1%
COc1ccc(CNc2nc3ccccc3n2C)c(OC)c1	8%	0%	26%
COc1ccc(S(=O)(=O)N2CCCCCC2)cc1NC(=O)CN(C)Cc1ccc2c(c1)OCO2	1%	1%[56.1 µM]	/
Cc1ccc2nc(C3CCN(CC(=O)Nc4ccc5c(c4)OCCO5)CC3)[nH]c2c1	0%	0%	3%
CC(=O)Nc1ccc2c(c1)nc(C)n2Cc1ccccc1	2%	/	-8%
COc1ccccc1Cn1c(CNS(=O)(=O)c2c(C)cc(C)cc2C)nc2cccnc21	-5%	11%	/
CCc1ccccc1NC(=O)NCc1ccc2c(c1)OCO2	0%	0%	-23%
CCCOc1ccccc1C1C(C(=O)Nc2ccccc2)=C(C)Nc2nnnn21 (stereo not drawn)	8%	-1%	/
COC(=O)c1sc2nc(SCC(=O)N(C)c3ccccc3)n(N)c(=O)c2c1C	-7%	3%	3%
CCSc1nnc(NC(=O)CSc2c(Cl)cccc2Cl)s1	1%	7%	4%

Given with values under each structure: part of the list above.
Every second line gives: FEN1 inh	TDP1 block	N370S GC mod
> N#CCCN(C(=O)COC(=O)CCc1c[nH]c2ccccc12)c1ccccc1
    -3%	/	1%
> CC(=O)Nc1cccc(OCCCNC(=O)c2cccc3ccccc23)c1
    -2%	1%	-19%
> COc1ccc(C(=O)OCC(=O)NC2CCCC2)c(OC)c1OC
    5%	/	-3%
> O=C(NCc1ccco1)c1ccc(=O)[nH]n1
    -2%	/	10%
> Cc1cc(C)c2c(-n3cccc3)c(C(=O)NNS(=O)(=O)c3ccc(Br)cc3)sc2n1
    -1%	6%	?
> O=C1CC(C(=O)Nc2nccs2)C(c2ccccc2)O1 (stereo not drawn)
    0%	-1%	-3%
> COc1ccccc1C(=O)Nc1ccccc1C(=O)NC1CCCCC1
    -4%	2%	1%
> COc1ccc(CNc2nc3ccccc3n2C)c(OC)c1
    8%	0%	26%
> COc1ccc(S(=O)(=O)N2CCCCCC2)cc1NC(=O)CN(C)Cc1ccc2c(c1)OCO2
    1%	1%[56.1 µM]	/
> Cc1ccc2nc(C3CCN(CC(=O)Nc4ccc5c(c4)OCCO5)CC3)[nH]c2c1
    0%	0%	3%
> CC(=O)Nc1ccc2c(c1)nc(C)n2Cc1ccccc1
    2%	/	-8%
> COc1ccccc1Cn1c(CNS(=O)(=O)c2c(C)cc(C)cc2C)nc2cccnc21
    -5%	11%	/
> CCc1ccccc1NC(=O)NCc1ccc2c(c1)OCO2
    0%	0%	-23%
> CCCOc1ccccc1C1C(C(=O)Nc2ccccc2)=C(C)Nc2nnnn21 (stereo not drawn)
    8%	-1%	/
> COC(=O)c1sc2nc(SCC(=O)N(C)c3ccccc3)n(N)c(=O)c2c1C
    -7%	3%	3%
